KB-3-1 cytotox: KB-3-1 parental cell cytotoxicity. KB-3-1 viability, CellTiter-Glo ATP luminescence, 72 h. hit rate 1.4% among 400,000. Potency, µM (doses to about 46.1 µM), for the others: top-dose activity change, negative = cytotoxic, most hits filed as cytotoxic; note: potency is the fitted concentration of half-maximal effect; % is set by controls: 0 for no effect and ±100 for the full control effect; nearly all actives have a fitted effect of over 60% in size
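Using CellTiter-Glo luminescence, growth of non-resistant KB-3-1 adenocarcinoma cells is assessed 72 h after pin-tool compound addition at 37 °C. Normalized responses across the concentration series yield fitted curves.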
HT1080NT lethal: kills 2HG-producing HT-1080-NT fibrosarcoma cells; AID 686970; Potency, µM (titrated, usually from 46.1 µM), without a hit: at the highest dose activity, negative = less viability, most hits filed as cytotoxic; hit rate 1.6% among 360,000; HT-1080-NT fibrosarcoma viability, CellTiter-Glo ATP luminescence, 48 h;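 note: NT is the 2HG producing partner of a matched IDH1 knockdown line; potency is the fitted concentration of half-maximal effect; 0% = DMSO-treated cells and -100% = media-only wells without cells; nearly all actives have a fitted effect of over 55% in size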
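Luminescent CellTiter-Glo readout after 48 hours of compound exposure at 37 degrees C defined viability of HT-1080-NT cells. Activity was normalized to DMSO wells and cell-free media wells; concentration-response curves were fitted and assigned curve classes.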
MCF10A rereplic: induces DNA re-replication in MCF 10a normal breast cells; MCF 10A DNA re-replication, Hoechst nuclear intensity, 48 h; Potency, µM (series often up to 46.1 µM), without a hit: at the top dose activity, positive = re-replication, most hits filed as activators; hit rate 2.9% among 350,000; note: potency is the fitted concentration of half-maximal effect; % of control where 0% means no effect; nearly all actives have a fitted effect of over 50% in size
HT1080 IDH1KD tx: kills HT-1080 cells with IDH1 knockdown; HT-1080 IDH1 knockdown viability, ATP luminescence, 48 h; Potency, µM (titrated, usually from 46.1 µM), for inactives: top-dose activity, negative = toxicity, usual class: cytotoxic; hit rate 2% among 360,000; AID 686971;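 note: potency is the fitted concentration of half-maximal effect; 0% = DMSO wells and -100% = cell-free medium wells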
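HT-1080-IDH1KD cells (IDH1 knocked down), 750/well in RPMI with 5% FBS, treated with compound 48 h at 37 degrees C. Viability by CellTiter-Glo luminescence, normalised to DMSO and no-cell wells; concentration-response curves classed.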
ATXN2 expr inh: reduces ATXN2 reporter expression in HEK-293 cells; HEK-293 ATXN2-luciferase reporter, luminescence, 24 h; Potency, µM (series often up to 57 µM), inactives show top-dose activity change, negative = inhibition, usual class: inhibitors; hit rate 0.72% among 360,000; note: potency is the fitted concentration of half-maximal effect; % is set by controls: 0 for no effect and ±100 for the full control effect; nearly all actives have a fitted effect of over 55% in size
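qHTS (up to 57 uM final) was run with 24 h compound exposure of reporter cells at 37 °C. Each well was multiplexed: SteadyGlo luminescence measured ATXN2-luciferase expression after a fluorogenic Gly-Phe-AFC viability readout (25 uM final).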
IL1B secr inh: inflammasome signaling inhibition, IL-1 beta readout. THP-1 LPS/ATP IL-1B secretion, AlphaLISA, 16 h; active compounds read low. activity change, % at 57.5 µM. hit rate 4.7% among 360,000; in the data active = activity change below about -50%; inconclusive = mostly about -30% to -49%; note: % is set by controls: 0 for no effect and ±100 for the full control effect
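Secreted IL-1B measured by AlphaLISA bead assay after 16 h compound exposure of THP-1 cells; compounds (final up to 57.5 uM) added 1 h before LPS (250 ng/mL) and ATP (1.25 mM) stimulation; lower signal means less secretion.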
SW480 rerep: induces DNA re-replication in SW480 colon adenocarcinoma cells | Potency, µM (titrated, usually from 46.1 µM), inactives show at the top dose re-replication activation, usual class: activators | hit rate 1.8% among 340,000 | SW480 DNA re-replication, Hoechst DNA content imaging, 48 h | AID 624297; note: potency is the fitted concentration of half-maximal effect; % of control where 0% means no effect; nearly all actives have a fitted effect of over 55% in size
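Hoechst fluorescence of nuclei (405 nm excitation, 500-530 nm emission) measured by plate-scanning imager after 48 hr compound exposure at 37 C; re-replication scored as increased number of nuclei with elevated intensity.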
WRN helicase inh: WRN helicase (human) inhibition; WRN helicase unwinding, fluorescent forked duplex, kinetic; Potency, µM (top dose mostly 114 µM), without a hit: at the top dose activity change, negative = inhibition, most hits filed as inhibitors; hit rate 0.46% among 360,000; AID 651768; note: potency is the fitted concentration of half-maximal effect; % is set by controls: 0 for no effect and ±100 for the full control effect; nearly all actives have a fitted effect of over 55% in size
Target sequence (Q14191 whole entry, looked up): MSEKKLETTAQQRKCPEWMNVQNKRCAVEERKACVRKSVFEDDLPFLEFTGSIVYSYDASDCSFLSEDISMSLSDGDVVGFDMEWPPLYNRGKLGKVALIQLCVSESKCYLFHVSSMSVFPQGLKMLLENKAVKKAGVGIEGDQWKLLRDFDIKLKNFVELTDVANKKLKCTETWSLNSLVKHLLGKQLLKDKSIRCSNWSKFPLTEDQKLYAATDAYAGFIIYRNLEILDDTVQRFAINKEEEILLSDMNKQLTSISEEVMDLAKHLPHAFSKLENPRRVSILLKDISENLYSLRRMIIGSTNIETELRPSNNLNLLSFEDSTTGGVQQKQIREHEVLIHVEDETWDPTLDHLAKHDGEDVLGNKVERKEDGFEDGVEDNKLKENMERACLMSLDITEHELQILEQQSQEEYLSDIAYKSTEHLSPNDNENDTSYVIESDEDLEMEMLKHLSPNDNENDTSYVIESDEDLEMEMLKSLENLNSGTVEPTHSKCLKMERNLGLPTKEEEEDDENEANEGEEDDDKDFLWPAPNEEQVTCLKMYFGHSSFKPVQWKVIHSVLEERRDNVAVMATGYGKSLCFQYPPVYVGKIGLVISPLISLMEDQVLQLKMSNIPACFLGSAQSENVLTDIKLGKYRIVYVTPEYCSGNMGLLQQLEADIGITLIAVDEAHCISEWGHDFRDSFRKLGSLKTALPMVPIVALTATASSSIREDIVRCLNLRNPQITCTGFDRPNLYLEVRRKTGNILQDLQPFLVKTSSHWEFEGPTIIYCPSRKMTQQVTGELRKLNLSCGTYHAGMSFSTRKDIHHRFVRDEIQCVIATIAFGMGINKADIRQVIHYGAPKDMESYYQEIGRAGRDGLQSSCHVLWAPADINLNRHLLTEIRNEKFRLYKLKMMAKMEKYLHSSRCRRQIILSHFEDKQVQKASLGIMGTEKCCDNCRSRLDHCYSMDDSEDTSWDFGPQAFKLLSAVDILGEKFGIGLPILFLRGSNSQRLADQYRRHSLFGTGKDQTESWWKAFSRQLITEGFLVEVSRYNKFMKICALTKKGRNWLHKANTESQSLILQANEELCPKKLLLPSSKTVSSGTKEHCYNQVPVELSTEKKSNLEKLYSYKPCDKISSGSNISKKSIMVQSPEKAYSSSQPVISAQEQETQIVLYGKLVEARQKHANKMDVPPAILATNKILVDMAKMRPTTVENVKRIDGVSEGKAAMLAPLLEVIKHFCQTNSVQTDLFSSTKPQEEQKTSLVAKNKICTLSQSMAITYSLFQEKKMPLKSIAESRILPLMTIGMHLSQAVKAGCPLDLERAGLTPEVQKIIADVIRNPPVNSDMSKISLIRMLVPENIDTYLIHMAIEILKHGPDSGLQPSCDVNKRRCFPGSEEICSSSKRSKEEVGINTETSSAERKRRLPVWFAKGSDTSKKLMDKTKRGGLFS
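Kinetic red-fluorescence monitoring (525/598 nm) tracks WRN helicase activity after 100 nM fluorophore-quencher forked duplex and 2 mM ATP are added to 20 nM enzyme pretreated 15 min at room temperature with compound.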
KB-V1 MDR tox: KB-V1 MDR subline cytotoxicity; Potency, µM (top dose mostly 46.1 µM), without a hit: at the top dose activity change, negative = cytotoxicity, most hits filed as cytotoxic; hit rate 3.4% among 400,000; KB-V1 MDR cells viability, CellTiter-Glo, 72 h; AID 1347076; note: potency is the fitted concentration of half-maximal effect; % is set by controls: 0 for no effect and ±100 for the full control effect; nearly all actives have a fitted effect of over 60% in size
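Cytotoxicity toward P-gp-expressing KB-V1 cells was determined as loss of CellTiter-Glo luminescence after 72 h at 37 degrees C. Compounds were tested in quantitative HTS format across a concentration range, with curves fitted to normalized data.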
Numbers without * were called inactive; ? = inconclusive; nt = no result given; & = joins results of further samples; [ ] = another dose, or the depositor's remark. Unless noted, calls come from the whole dose curve; as a rule, active = well fitted curve in the direction sought with a large enough effect; inconclusive = small, poorly fitted or top-dose-only effect, or another doubt; inactive = no such curve, though single readings can be large; an effect the other way counts as inactive or inconclusive. This is a random part of the collection; about 12% have a hit in one of these screens.

SMILES	KB-3-1 cytotox	HT1080NT lethal	MCF10A rereplic	HT1080 IDH1KD tx	ATXN2 expr inh	IL1B secr inh	SW480 rerep	WRN helicase inh	KB-V1 MDR tox
O=C(NCCc1ccccc1F)C1CCCN(c2nc3ccccc3s2)C1 (configuration not stated)	9%	2%	19%	0%	3%	-3	20%	-1%[57.1 µM]	-4%
COC(OC)c1ccnc(-c2ccc(OC(=O)c3ccccc3)cc2)n1	4%	3%	-5%	3%	-12%	3	-4%	4%	-7%
CC1CC(C)CN(C(=O)COC(=O)c2cccc([N+](=O)[O-])c2)C1 (configuration not stated)	1%	5%	-3%	11%	0%	14	-3%	-3%	1%
Cc1ccc(-c2nc3ccccc3s2)cc1S(=O)(=O)N1CCCC1	-4%	-41%	?	10µM*	11%	-6	4%	-26%	-8%
COc1ccc(NC(=O)C2C3CCC(C3)C2C(=O)O)cc1OC (configuration not stated)	-2%	19%	1%	17%	0%	7	-2%	-1%[57.1 µM]	0%
CCOc1ccccc1NC(=O)C1CCC(CNc2c(N3CCOCC3)c(=O)c2=O)CC1 (configuration not stated)	4%	5%	-1%	13%	4%	39	-13%	-11%	?
CCN(C(=S)Nc1cccc2ccccc12)c1ccccc1	-9%	-7%	nt	-19%	nt	-3	nt	3%	2%
CC(C)(C)NC(=O)C1c2ccccc2Oc2ccccc21	0%	3%	-11%	0%	nt	6	0%	-10%	0%
COc1ccc(C2Nc3ccccc3C(=O)N2NC(C)=O)cc1OC (configuration not stated)	-10%	4%	?	6%	-1%	11	-33%[inhibitor]	4%	17%
Cc1ccc(NS(=O)(=O)c2ccc3[nH]c(=O)oc3c2)cc1Cl	4%	-10%	1%	-11%	-1%	-2	0%	-4%	?
CCOC(=O)c1[nH]c(C)c(C(=O)NCCN2CCOCC2)c1C	-14%	2%	-2%	-1%	-8%	-1	-2%	2%	-5%
COC(=O)c1ccc(C(=O)OC)c(NC(=O)c2cnc3n(c2=O)CCS3)c1	10%	10%	16%	8%	4%	10	-10%	-2%	?
Nc1ccc2nn(-c3cccc4ccccc34)nc2c1	0%	-11%	9.2µM*	-4%	-20%	12	18µM*	-6%	-30%
COc1ccc(S(=O)(=O)N2CCC(C(=O)Nc3cccc(C(C)=O)c3)CC2)cc1	12%	-2%	-3%	-3%	-9%	-11	-2%	-13%	-19%
O=C(NCc1ccccc1Cl)c1cc(=O)[nH]c2ccccc12	10%	5%	-11%	-7%	4%	2	4%	-21%	12%
Cc1ccccc1NC(=O)OCc1cccnc1Oc1ccc(Cl)cc1	12%	-18%	?	?	-23%[11.3 µM]	-79*	4%	-32%	-3%
Cc1nc2c(OCc3ccc(F)c(F)c3)cccn2c1N(C)C(=O)CCC1CCCC1	0%	?	nt	18µM*	?	-13	nt	-4%	-21%
CCSc1cc(C)nc2c(-c3ccccc3)c(C)nn12	-15%	2%	20%	8%	4%	-14	-3%	-5%	-20%
Cc1cccc(OCCNC(=O)CSc2ccc(C(F)(F)F)cc2[N+](=O)[O-])c1	13%	2%	?	8%	-1%	0	2%	5%	-20%
CCOc1ccccc1C(=O)N[C@H](C(=O)OCc1csc(CC(=O)Nc2ccc(C)cc2)n1)C(C)C	-6%	?	nt	?	-34%	?	nt	-6%	-18%
Cc1c(NC(=O)c2ccccc2N)cccc1C(=O)O	-5%	0%	0%	0%	-15%	-12	-2%	11%	-15%
Cc1c(C(=O)N2CCCC2)oc2c1-c1nn(CC(=O)NCCCN3CCCCC3C)cc1CC2 (configuration not stated)	-1%	-1%	9%	-1%	-17%	-14	12%	-6%	-17%
COc1cccc(CN2CCNC(=O)C2CC(=O)NCCn2cccn2)c1OC (configuration not stated)	1%	26%	-1%	7%	26%	-1	-9%	2%	3%
COc1cccc(NC(=O)C2(C)CCN2Cc2ccc(SC)cc2)c1 (configuration not stated)	0%	1%	nt	0%	5%	17	nt	-3%	-21%
O=C1CNC(=S)N1c1nc(-c2ccccc2)cs1	0%	2%	-4%	-3%	-33%[11.3 µM]	-9	-3%	-26%[57.1 µM]	0%

Quoted from the listing.
CCSc1cc(C)nc2c(-c3ccccc3)c(C)nn12 – ATXN2 expr inh: 4%
CCOc1ccccc1NC(=O)C1CCC(CNc2c(N3CCOCC3)c(=O)c2=O)CC1 (configuration not stated) – HT1080 IDH1KD tx: 13%

Continued:
SMILES	KB-3-1 cytotox	HT1080NT lethal	MCF10A rereplic	HT1080 IDH1KD tx	ATXN2 expr inh	IL1B secr inh	SW480 rerep	WRN helicase inh	KB-V1 MDR tox
COc1cccc(C(=O)Nc2nc(-c3ccc4c(c3)OCO4)cs2)c1	-21%	-4%	16µM*	1%	?	-11	11%	-17%	?
CC(C)c1ccc(NC(=O)CCCN2C(=O)NC(C)(C)C2=O)cc1	4%	10%	-1%	11%	0%	29	-3%	0%	3%
COCCSc1nnc(NC(=O)c2ccco2)s1	-9%	-5%	2%	7%	28%	-2	-8%	1%	28%
CCOC(=O)C1(C)CCN1C(=O)c1ccc(N(C)C)cc1 (configuration not stated)	9%	17%	nt	20%	6%	0	nt	13%[57.1 µM]	-2%
COc1cc(-c2noc(CCCC(=O)NCc3ccco3)n2)cc(OC)c1OC	1%	4%	8%	1%	-8%	4	-11%	0%	-3%
Cc1ccc(S(=O)(=O)NCc2ccccc2)cc1C(=O)N(C)Cc1ccccc1F	-2%	4%	13%	7%	2%	-4	1%	-35%	?
O=C(COc1ccc(Cl)cc1)N1CCCCCCC1	-3%	11%	3%	24%	4%	1	-13%	-3%	-19%
CCC(C)NC(=O)CNC(=S)N(Cc1ccccc1F)C1CCCCC1 (configuration not stated)	-11%	4%	0%	9%	-7%	-1	-3%	4%	?
NNC(=O)c1nnsc1-c1csnn1	-3%	0%	0%	10%	2%	-8	-4%	-13%	-5%
Nc1cc(=O)[nH]c(SCC(=O)N2CCCC2)n1	?	10%	2%	2%	7%	9	-3%	1%	?
Cn1c(=O)[nH]c(=O)c2c1nc(Sc1nc3ccccc3s1)n2Cc1ccccc1	-10%	?	2%	?	2%	-4	-2%	-6%	?
COC(=O)c1ccc(N2CC3CNC(=O)C2(C(=O)OC)N3C)cc1 (configuration not stated)	?	?	21%&23%	5%&8%	5%&-1%	17&22	2%&2%	-2%&-1%	?
Cc1cc2oc(=O)cc(CN(C)Cc3ccc(OC(F)F)cc3)c2cc1Cl	0%	-24%	-9%	-21%	-9%	-9	-5%	-11%	-22%
NC(=O)Cc1ccc(C(=O)c2ccccc2F)s1	12%	14%	1%	9%	3%	-6	3%	7%	?
Cc1cccc(NC(=S)NCCc2ccccc2)n1	-9%	-10%	-2%[9.22 µM]	-11%	-5%	16	?	-4%	?
CC(C)(C)S(=O)N1Cc2cc(=O)n(Cc3ccccc3)c(CCO)c2[C@@H]1CCO (some centres not stated)	15%	16%	-4%	10%	13%	12	4%[9.22 µM]	-5%	0%
NC(c1csc(NC(=O)Nc2cccc(Cl)c2)n1)c1ccccc1Cl (configuration not stated)	-1%	?	nt	?	?	-107*	nt	-2%	-2%
CCN(C(=O)COc1ccc(C(=O)c2ccccc2)cc1)c1ccccc1	19%	-23%	31%	-10%	-27%	-70*	11%	0%	?
CCOC(=O)c1c(NC(=O)C2c3ccccc3Oc3ccccc32)sc(C(N)=O)c1C	-2%	1%	?	-7%	?	28	2%	-4%	-11%
CC1=C(/C=C/C(C)=C/C=C/C(C)=C/CO)C(C)(C)CCC1	0%	-4%	?	?	-7%	-21	?	-3%	?
O=C(NCc1ccccc1)c1ccc(CS(=O)(=O)Cc2ccccc2F)o1	-6%	16%	-3%	12%	nt	25	-21%	-10%	16µM*
CC(C)Nc1nc(N)c(C(=O)C23CC4CC(CC(C4)C2)C3)s1	3%	-1%	23µM*	-4%	nt	24	21%	-7%	1%
Cc1ccc(NC(=O)CCC(=O)OC(C)C(=O)c2ccccc2)cc1 (configuration not stated)	4%	-2%	-7%	5%	10%	16	-97%[inhibitor]	-4%	3%
CCOC(=O)C1=C(C)NC(=O)C(C(N)=O)C12CCCC2 (configuration not stated)	-13%	13%	4%	13%	-2%	1	-2%	-7%	0%
C=CCn1c(N)c(C(=O)OCCC)c2nc3ccccc3nc21	7%	-15%	1%	-1%	-14%	-29	-1%[9.22 µM]	-8%	?

The results go on.
SMILES	KB-3-1 cytotox	HT1080NT lethal	MCF10A rereplic	HT1080 IDH1KD tx	ATXN2 expr inh	IL1B secr inh	SW480 rerep	WRN helicase inh	KB-V1 MDR tox
O=S(=O)(Nc1ccc(-n2cccc2)cc1)c1ccc(Cl)c(Cl)c1	1%	?	?	-2%	nt	48	?	-16%	-2%
CC(C)NC(=O)CCNC(=O)c1ccc(F)cc1	-9%	7%	-5%	7%	4%	15	-17%	8%	-10%
CCOC(=O)/C=c1\sc2n(c1=O)CCN=2	-1%	7%	3%	-17%	0%	-12	-3%	-1%	-9%
Cc1cccc(N=C2NC(=O)c3cc([N+](=O)[O-])ccc32)c1	6%	2%	-2%	5%	-27%[11.3 µM]	43	0%	-20%[57.1 µM]	-19%
COC(=O)c1ccccc1NC(=O)c1ccc(COc2cccc3ccccc23)o1	-1%	-6%	?	-1%	-13%	28	-5%	-11%	1%
c1csc(C(c2nnnn2C2CCCCC2)N2CCCC3(CCCCC3)C2)c1 (configuration not stated)	?	5%	?	1%	-13%	1	9%	11%	-21%
CC1CCC(N2CCNCC2)CC1 (configuration not stated)	1%	0%	-5%	-1%	-23%	-9	-6%	-3%	6%
O=C(CN1C(=O)c2cccnc2Oc2ccc(Cl)cc21)NC1CCCC1	-27%	-7%	14%	-2%	-8%	-7	0%	-1%	-6%

Screens (PubChem)
